TSHR antag – blocks TSH signaling through the human TSH receptor; activity change, negative = inhibition, % at 11.5 µM; 330,000 tested, 0.2% active; AID 504810; TSHR-expressing cells, TSH-stimulated cAMP HTRF, 2 h; hits give low values; P16473;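 active = activity change below a set negative limit, meaning inhibition stronger than a set level, cut at about -70% in these data; inconclusive = activity change between two set negative limits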; note: % is set by controls: 0 for no effect and ±100 for the full control effect
Target sequence (P16473 whole entry, looked up): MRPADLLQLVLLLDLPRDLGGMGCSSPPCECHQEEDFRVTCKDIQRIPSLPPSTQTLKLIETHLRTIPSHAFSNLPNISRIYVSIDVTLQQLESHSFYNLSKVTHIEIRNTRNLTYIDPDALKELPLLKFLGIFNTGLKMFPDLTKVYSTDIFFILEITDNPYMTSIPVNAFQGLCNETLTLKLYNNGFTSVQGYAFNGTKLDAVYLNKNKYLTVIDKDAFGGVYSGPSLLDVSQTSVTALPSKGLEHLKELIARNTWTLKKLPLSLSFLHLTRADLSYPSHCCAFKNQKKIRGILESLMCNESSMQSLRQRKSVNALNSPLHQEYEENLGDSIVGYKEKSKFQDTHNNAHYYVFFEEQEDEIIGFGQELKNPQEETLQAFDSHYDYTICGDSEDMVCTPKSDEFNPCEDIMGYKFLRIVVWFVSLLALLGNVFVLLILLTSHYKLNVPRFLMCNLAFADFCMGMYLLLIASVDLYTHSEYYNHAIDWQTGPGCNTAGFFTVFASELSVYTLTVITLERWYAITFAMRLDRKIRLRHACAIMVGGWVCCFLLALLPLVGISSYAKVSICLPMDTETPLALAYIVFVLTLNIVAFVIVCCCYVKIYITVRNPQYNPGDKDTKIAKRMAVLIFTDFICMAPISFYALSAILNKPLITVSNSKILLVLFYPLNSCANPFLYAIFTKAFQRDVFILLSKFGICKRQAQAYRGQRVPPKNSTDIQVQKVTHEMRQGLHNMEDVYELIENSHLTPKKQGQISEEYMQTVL
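Competitive HTRF cAMP read-out (cryptate anti-cAMP antibody, cAMP-d2; 30 min, room temperature) in freshly harvested TSHR cells. Compounds added before TSH at EC80 (4nM final), followed by 2 hours' incubation at 37 deg C.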
FBPA coupling cs – counter-screen for Giardia aldolase inhibitors: coupling enzyme system. activity change, negative = inhibition, % at 58.2 µM, hits read low. 290,000 tested, 0.67% active. coupling enzyme system counterscreen, AmpLite Red fluorescence; in the data active = activity change below about -30%; note: % is set by controls: 0 for no effect and ±100 for the full control effect
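Coupling enzymes only (glyceraldehyde-3-phosphate) + compound, at 57.5 uM final, 10 min RT; add substrate/coupling/AmpLite Red mix, 20 min RT; fluorescence ex 525/em 598 nm. Actives flag coupling-system interference.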
Tb PFK block – blocks T. brucei phosphofructokinase; AID 485367; 330,000 tested, 0.17% active; Potency, µM (series often up to 57.5 µM), inactives show at the highest dose activity, negative = inhibition, usual class: inhibitors; O15648; T. brucei PFK, ADP-Glo luminescence;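 note: potency is the fitted concentration of half-maximal effect; 0% = uninhibited 1x PFK enzyme wells and -100% = no-enzyme wells; nearly all actives have a fitted effect of over 60% in size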
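PFK 1.25 nM, F6P 0.5 mM, ATP 0.1 mM, 0.1 M TEA pH 8.0, 5 mM MgCl2, 0.01% Tween20, 0.1% BSA; 45 min RT. ADP-Glo readout. qHTS titration up to 57 uM; curves fitted, compounds curve-classed.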
GALK inhibitor – inhibitors of human galactokinase | 270,000 tested, 0.007% active | P51570 | Potency, µM (highest dose often 57.5 µM), for the others: top-dose activity change, negative = inhibition, most hits filed as inhibitors | Purified GALK, Kinase-Glo residual ATP luminescence | AID 1868; note: potency is the fitted concentration of half-maximal effect; % is set by controls: 0 for no effect and ±100 for the full control effect
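GALK at 5 nM final was combined with compound, 35 uM ATP and 100 uM galactose in HEPES pH8.0 with MgCl2 and DTT. The reaction ran one hour at room temperature before luminescent ATP detection.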
BCR signal inh – chronic active BCR signaling inhibition | ABC-DLBCL IkBa-CBG/CBR reporter, luminescence ratio, 4 h | 340,000 tested, 0.05% active | Potency, µM (doses to about 46.1 µM), without a hit: at the highest dose ratio change, negative = lower green/red ratio, usual class: inhibitors; active = well fitted inhibition curve with a large enough effect in the signal ratio, with a control signal flat, not every such curve was filed as active; inconclusive = small, poorly fitted or top-dose-only effect, or effect the other way, or a change in a side signal; the % refers to the signal ratio;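 note: potency is the fitted concentration of half-maximal effect; plate controls were basal doxycycline-induced cells for no effect and cells given 10 µM MG132 for full effect; MG132 reads +100%, hits lower the ratio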
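Cell line TMD8 (human ABC DLBCL), stably expressing tet-inducible CBG68-IkBa fusion and CBR; IMDM/0.5% FBS; cpd up to 46 uM; dox induction, 4 h, 37C/5% CO2; dual luminescence; green/red ratio; MG132 control.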
AT treatment – candidate therapy for ataxia-telangiectasia. AID 485349. […] A-T fibroblasts, KAP-1 phosphorylation AlphaLISA; neocarzinostatin DNA damage 30 min before lysis. 320,000 tested, 0.19% active. Potency, µM (doses to about 57.5 µM), inactives show at the top dose activation, actives largely listed as activators; note: potency is the fitted concentration of half-maximal effect; % of control where 0% means no effect; nearly all actives have a fitted effect of over 45% in size
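ATM-like activity read as KAP-1 phosphorylation via AlphaLISA donor/acceptor antibody pairs after lysis and 6 hr at 25C. Cells were ATM-null patient fibroblasts ([…], hTERT), dosed 60 min, then exposed to the DSB inducer NCS for 30 min.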
hERG WT inh – KCNH2 (human, wildtype) channel inhibition | Q12809 | U2OS, BacMam KCNH2, thallium flux FluxOr; hits give low values | activity change, % at 1.84 µM | 340,000 tested, 0.37% active | AID 720551;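 active = maximum activity change below -70%; inconclusive = maximum activity change between -70% and -50%; inactive = maximum activity change above -50%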; note: % is set by controls: 0 for no effect and ±100 for the full control effect
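U2OS cells transduced with wild-type KCNH2 virus are loaded with FluxOr dye for 45 min, and thallium flux is measured in kinetic reads before and after stimulation buffer. Rate constants are normalized to DMSO controls.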
TCR activator – activators of T cell receptors; 330,000 tested, under 10 active; primary human leukocytes, anti-CD3, IL-2 HTRF, 48 h; Potency, µM (titrated, usually from 9.22 µM), for the others: at the top dose activation of IL-2 secretion, actives largely listed as activators; note: % of control where 0% means no effect
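Human primary leukocytes + a-CD3 beads + cpd, 48 hr; IL-2 in supernatant by HTRF (ex 320nm / em 665nm). No co-stimulatory signal supplied.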
Giardia killer – kills Giardia lamblia; AID 540267; 340,000 tested, 0.15% active; Giardia lamblia trophozoite viability; activity change, % at 7.66 µM, hits read low; in the data active = activity change below about -80%; inconclusive = between about -30% and that limit;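 note: parasites exposed to compound for two days anaerobically before the ATP read; % is set by controls: 0 for no effect and ±100 for the full control effect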
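ATP-content bioluminescence gauges trophozoite survival. Cells (100/well) receive compound and incubate anaerobically for 48 hrs at 37 deg C; detection reagent follows for 15-30 min at room temperature.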
CXXC DNA block – inhibitors of human MLL CXXC domain-DNA interaction. MLL-CXXC / FITC-HOXA9 DNA fluorescence polarization. 290,000 tested, 0.037% active. Q03164. AID 2662. Potency, µM (doses to about 115 µM), inactives show at the highest dose activity change, negative = inhibition, hits mostly inhibitors; active = well fitted inhibition curve with a large enough effect in the polarisation, with a control signal flat, not every such curve was filed as active; inconclusive = small, poorly fitted or top-dose-only effect, or effect the other way, or a change in a side signal; inactive = no such curve, though single readings can be large or run the other way; the % refers to the polarisation; note: potency is the fitted concentration of half-maximal effect
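Steps: dispense CXXC domain solution (7 uM) → pin compounds or unlabeled HOX-A9 DNA control → 5 min ambient → add FLSN-HOX-A9 solution (50 nM) → spin → 30 min ambient → fluorescence polarization. Tris pH 7.5/NaCl/DTT/BSA buffer.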
* = called active by the depositor; ? = inconclusive; . = not tested or not shown; [ ] = dose if it differs, or a comment. Unless noted, calls come from the whole dose curve; as a rule, active = well fitted curve in the direction sought with a large enough effect; inconclusive = small, poorly fitted or top-dose-only effect, or another doubt; inactive = no such curve, though single readings can be large; an effect the other way counts as inactive or inconclusive. This is a random part of the collection; about 1.6% have a hit in one of these screens.

Screens in order – TSHR antag, FBPA coupling cs, Tb PFK block, GALK inhibitor, BCR signal inh, AT treatment, hERG WT inh, TCR activator, Giardia killer, CXXC DNA block
- Cc1ccc(S(=O)(=O)/C(C#N)=C/c2c[nH]c3ccccc23)cc1
  -1.5, -2.2, -0.6%, 0.7%, -13.2%, 18.6%, 4.1, 4.2%, -14.1, 13.8%
- Cc1ccc(-c2nn(-c3ccccc3)cc2/C=C/C(=O)Nc2nccs2)cc1
  0.8, 1.4, 14.6%, 0.0%, ?, -2.2%, -0.8, 1.1%[46.1 µM], -3.5, 33.0%[activator]
- Cc1nn(C(C)C(=O)NCc2ccccc2)c(C)c1[N+](=O)[O-] (stereo not drawn)
  -5.9, 4.4, -1.3%, -1.1%, -7.6%, 12.3%, 2.4, -1.6%, 8.1, -2.7%
- CN1C(N)=NC(=O)/C1=C/c1ccc(OC(F)(F)F)cc1
  3.4, 6.5, 0.1%, 5.5%, 1.6%, 3.3%, 17.2, 3.0%, -5.3, 1.6%
- O=C(NCc1ccccc1)c1ccccc1NC(=O)C1CCCCC1
  23.9, ., 4.0%, -11.7%, 2.9%, 10.0%, 0.7, -0.4%, 5.7, -1.7%
- CC(NC(=O)c1ccco1)C(=O)N1CCCCC1 (stereo not drawn)
  2.4, ., 3.3%, -2.3%, -7.7%, 3.6%, -20.9, 7.3%, 10.1, -4.6%
- COc1ccc(Br)cc1CNC(=O)CCc1nc(-c2ccccc2F)no1
  2.1, -0.9, 1.9%, 3.8%, 1.3%, 0.6%, -19.7, -5.0%, 11.8, -1.0%
- CCC(C)N(C(=O)CSc1nnc(C)n1C)C1CCS(=O)(=O)C1 (stereo not drawn)
  -5.8, ., -3.7%, ., -0.2%, 2.0%, -0.6, -2.4%, 15.4, .
- CCOc1cc(N2CCOCC2)c(OCC)cc1NC(=O)CN1C(=O)NC(CC(C)C)C1=O (stereo not drawn)
  12.2, -0.7, 2.0%, 1.2%, -3.1%, 0.1%, ., 6.8%, ?, -5.1%
- O=C(/C=C/c1ccc([N+](=O)[O-])cc1)OCC(=O)N1CCOCC1
  -1.3, ., -3.9%, ., 4.2%, -3.1%, -5.6, 2.9%, 16.6, .

The list goes on.
Screens in order – TSHR antag, FBPA coupling cs, Tb PFK block, GALK inhibitor, BCR signal inh, AT treatment, hERG WT inh, TCR activator, Giardia killer, CXXC DNA block
- CCN(CC(=O)Nc1ccc(S(=O)(=O)N2CCOCC2)cc1)Cc1ccccc1
  63.3, ., -1.9%, ., -1.5%, ?, 4.3, 7.7%, 31.2[activator], .
- O=c1oc2ccccc2n1Cc1cccc(F)c1
  1.1, 3.8, -2.4%, ., 0.2%, 11.6%, -9.8, 1.0%, 20.8, 18.8%
- Cc1ccc(C(C)C)c(OCC(O)CN2CCOCC2)c1 (stereo not drawn)
  0.9, -0.7, 0.6%, 4.6%, 4.0%, 4.4%, 1.6, -1.0%, 21.4, -5.2%
- COc1cc(NC(=O)c2cccnc2)c(Cl)cc1NC(=O)c1ccc(Cl)cc1
  -7.2, -0.2, 2.5%, 6.0%, 4.4%, 1.3%, -2.9, -9.0%, -8.9, 20.4%
- CC(C)NC(=O)CN1CCC(c2ccccc2)C(O)C1 (stereo not drawn)
  2.1, 1.6, 0.8%, 6.1%, -4.3%, -0.8%, 0.7, -7.9%, 2.0, 2.4%
- Cc1ccc(NC(=O)CN2CCCCCC2)cc1Br
  -8.7, -4.0, 0.5%, 3.0%, 11.4%, -1.0%, 10.1, -3.3%, 5.2, 11.0%
- CCOC(=O)CCCNC(=O)CSc1nc2ccc(OCC)cc2[nH]1
  -7.7, -9.4, -1.0%, -5.1%, -4.4%, -1.9%, -5.6, 4.2%, -21.2, 8.4%
- CCCc1cc(=O)[nH]c(SCC(=O)Nc2cccc(S(=O)(=O)N3CCOCC3)c2)n1
  2.0, ., -0.3%, ., -6.4%, 5.5%, 2.6, -1.5%, 13.2, .
- COc1ccc(OC)c(Nc2nc(NCc3ccco3)c3ccccc3n2)c1
  -22.8, -2.8, 2.2%, -3.1%, 0.5%, -2.0%, -3.2, 0.3%, 3.4, ?
- OCCC1CN(Cc2ccc(Oc3ncccn3)cc2)CCN1CCc1ccccc1 (stereo not drawn)
  -3.1, 0.9, 12.5%, 11.6%, -0.2%, 2.9%, 37.2, -2.2%, -2.4, 1.3%

(more compounds)
Screens in order – TSHR antag, FBPA coupling cs, Tb PFK block, GALK inhibitor, BCR signal inh, AT treatment, hERG WT inh, TCR activator, Giardia killer, CXXC DNA block
- COc1ccc2[nH]cc(CCNS(=O)(=O)Cc3ccccc3)c2c1
  -5.1, 3.2, -2.8%, 5.9%, 13.4%, 16.0%, 1.8, -3.1%, -3.5, 0.3%
- CCOC(=O)c1c(C)[nH]c(C2=NNC(=Nc3ccc(OCC)cc3)SC2)c1C
  -8.8, -10.0, 12.9%, -1.3%, -0.9%, -10.0%, -10.4, -4.6%[46.1 µM], -13.0, 13.3%
- CN(C)c1ccc(NC(=O)CN2C(=O)CC(c3ccccc3)=Nc3ccccc32)cc1
  9.2, 4.5, -0.2%, -0.5%, -0.2%, 2.3%, 6.2, 2.2%, -3.6, -5.4%
- O=C(OCc1ccc(Cl)cc1Cl)c1ccncc1
  20.0, -23.8, -0.5%, 3.4%, 12.9%, 1.4%, 6.1, 4.8%, 9.6, 0.7%
- O=C(CN1CCCN(S(=O)(=O)c2ccc(Br)cc2)CC1)Nc1ccc2c(c1)OCO2
  -10.1, -1.6, 0.3%, 0.8%, ?, ., ., 7.0%[46.1 µM], ., 0.8%
- COc1ccc(OC)c(S(=O)(=O)N2CCCC(C(=O)NCc3ccccn3)C2)c1 (stereo not drawn)
  2.8, -1.1, -2.6%, 15.2%, -10.9%, -0.6%, -2.1, 3.0%, 2.8, 11.1%
- CCOc1ccc(NC(=O)c2cc3cc4ccc(OC)cc4nc3o2)cc1
  -10.8, -0.1, -12.4%, -0.8%, 7.9%, 0.9%, 1.5, -1.5%, 28.0, 18.9%
- O=C(NCc1ccco1)c1cccc(S(=O)(=O)N2CCCC2)c1
  1.3, -3.7, -5.6%, -2.6%, 2.6%, -8.9%, -1.7, -22.7%, 5.0, 0.4%
- CCOc1c(Br)cc(C2NS(=O)(=O)N=C3CCCCCN32)cc1OC (stereo not drawn)
  5.2, 1.3, 1.2%, 0.7%, ?, -4.0%, 2.1, -6.9%, -11.5, 0.2%
- COc1ccc(S(=O)(=O)N(C)C[C@H]2Oc3c(NC(=O)Nc4ccc5c(c4)OCO5)cccc3C(=O)N([C@H](C)CO)C[C@@H]2C)cc1
  13.5, ., 0.2%, ., -0.6%, 2.6%, 0.6, -1.8%, 5.6, .

The list goes on.
Screens in order – TSHR antag, FBPA coupling cs, Tb PFK block, GALK inhibitor, BCR signal inh, AT treatment, hERG WT inh, TCR activator, Giardia killer, CXXC DNA block
- Cc1noc(C)c1S(=O)(=O)N1CCC(C(=O)N2CCN(C(=O)c3ccco3)CC2)CC1
  -5.3, -0.1, -2.1%, 1.6%, -1.3%, ., -6.9, -1.1%, -6.4, 1.8%
- O=C(NC1CC2CCCC(C1)N2C(=O)Nc1ccc(Cl)c(C(F)(F)F)c1)C1CC1 (stereo not drawn)
  -10.1, -1.8, -0.9%, ., 1.5%, 3.3%, -0.1, 2.0%, -12.3, -8.7%
- O=C(COC(=O)c1ccc(Cl)nc1)Nc1ncc(Cl)cc1Cl
  7.2, 0.1, 3.0%, 1.9%, 2.2%, 4.0%, 2.1, -16.1%, 5.3, 0.5%
- Cc1c(C(=O)Nc2ccc(S(=O)(=O)Nc3ncccn3)cc2)oc2ccc(F)cc12
  9.1, 1.1, -1.1%, -2.1%, ?, 0.7%, 2.6, 2.0%, -8.3, -4.7%
- CCOCC(=O)Nc1sc2c(c1C(=O)OCC)CCCC2
  -1.1, -0.1, -2.5%, 0.2%, 10.7%, 9.5%, -2.5, 0.9%[46.1 µM], -5.9, 5.5%
- Cc1cccc(C)c1NC(=O)C(C)c1ccc(-c2ccccc2)c(F)c1 (stereo not drawn)
  ., -2.4, ., -1.0%, ., ., -2.8, -47.3%, -9.8, -9.5%
- Cc1ccc(-c2cc(C(F)F)nc3sc4c(=O)[nH]cnc4c23)cc1
  13.2, ., -5.7%, ., 0.5%, -0.1%, 4.8, 6.2%, 23.6, .
- CN(C)CCNc1ccc(Cl)cc1[N+](=O)[O-]
  6.8, -1.5, -2.6%, -0.1%, -11.2%, -0.6%, 19.6, -5.8%[46.1 µM], -8.7, -0.8%
- Cc1ccc(NC(=O)C2CC2C)cc1S(=O)(=O)N1CCOCC1 (stereo not drawn)
  -3.0, ., 0.5%, ., -4.9%, 1.0%, -10.0, 4.2%, -1.8, .
- CC1CCN(C(=O)c2cc(S(=O)(=O)N3CCOCC3)ccc2N2CCCC2)CC1
  -9.3, ., 3.2%, ., 0.6%, -0.7%, -9.8, ., -15.7, .
